MEP2 TOR yeast – yeast TOR pathway MEP2-GFP modulation | AID 2016 | S. cerevisiae MEP2-GFP strain, flow cytometry GFP, 3 h; 100% = DMSO control level | 330,000 tested, 0.51% active | GFP response vs DMSO, % at 10 µM;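 active = GFP response versus DMSO above a set limit, roughly screen mean plus 3 SD, cut at about 180% in these data; inconclusive = fewer than 70 cells counted for a yeast strain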;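 note: median GFP fluorescence of the barcode-gated MEP2-GFP cells per well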
GASC-1 inh – blocks human GASC-1 demethylase activity; 330,000 tested, 0.069% active; Q9H3R0; inhibition, % at 2.35 µM; GST-JMJD2C(1-420) H3K9me3 demethylation, DELFIA europium;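 active = more than half of a compound's replicate wells show inhibition beyond 50%, single wells judged on their own value; inconclusive = some, but no more than half, of replicates pass 50% inhibition; inactive = no replicate passes 50% inhibition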;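 note: signal counts dimethyl H3K9 product captured on neutravidin plate; 0% = median of DMSO wells and 100% = 0.3 times that DMSO median; strong numbers were not always called active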
Target sequence (Q9H3R0 1-420 limits assumed): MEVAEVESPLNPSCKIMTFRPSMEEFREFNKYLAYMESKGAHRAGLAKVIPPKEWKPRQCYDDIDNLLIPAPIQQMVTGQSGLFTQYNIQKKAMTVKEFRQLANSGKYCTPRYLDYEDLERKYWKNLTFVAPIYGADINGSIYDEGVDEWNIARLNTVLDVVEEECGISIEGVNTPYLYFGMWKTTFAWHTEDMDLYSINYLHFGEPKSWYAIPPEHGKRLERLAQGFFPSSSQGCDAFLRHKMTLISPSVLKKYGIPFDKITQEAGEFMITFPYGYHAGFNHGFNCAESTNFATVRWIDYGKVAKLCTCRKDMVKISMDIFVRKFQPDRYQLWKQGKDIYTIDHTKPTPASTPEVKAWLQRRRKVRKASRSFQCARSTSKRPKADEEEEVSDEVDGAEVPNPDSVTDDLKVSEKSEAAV
LAP4-GFP MLPCN – yeast TOR pathway LAP4-GFP modulation; S. cerevisiae LAP4-GFP multiplex, flow cytometry GFP, 3 h; median GFP as percent of DMSO wells; GFP response vs DMSO, % at 10 µM; 320,000 tested, 0.34% active;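 active = GFP response vs DMSO above a set limit, about the screen mean plus 3 SD, cut at about 150% in these data; inconclusive = under 70 cell events counted for the yeast strain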
procasp3 activ – activates human procaspase-3; 330,000 tested, 0.11% active; P42574; recombinant procaspase-3 D3A, Ac-DEVD-pNA absorbance 405 nm; activation, % at 8.5 µM;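 active = activation above the mean of all tested compounds plus 3 SD, cut at about 21% in these data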;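 note: 0% = DMSO alone and 100% = DMSO wells spiked with extra 5 µM PC-3 D3A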
Target sequence (P42574 whole entry D9A/D28A/D175A): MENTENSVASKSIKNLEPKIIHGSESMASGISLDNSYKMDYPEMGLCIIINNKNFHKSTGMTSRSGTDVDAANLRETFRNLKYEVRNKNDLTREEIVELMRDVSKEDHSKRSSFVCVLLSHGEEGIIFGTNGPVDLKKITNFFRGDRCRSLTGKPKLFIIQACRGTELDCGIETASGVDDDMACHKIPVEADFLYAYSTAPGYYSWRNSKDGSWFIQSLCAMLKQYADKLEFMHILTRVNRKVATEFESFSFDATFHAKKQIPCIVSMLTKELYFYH
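Technique: 405 nm absorbance of p-nitroaniline, reads at 0 and 120 min; Test system: Procaspase-3 D3A mutant; Incubation: 1 h enzyme-compound preincubation, then 2 h substrate reaction, 25 °C; Repeats: singlicate, each compound tested once; Benchmarks: low control DMSO wells, high control DMSO plus 5 µM PC-3 D3A.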
AHR act – activators of human aryl hydrocarbon receptor; 320,000 tested, 2.5% active; P35869; AHR-responsive luciferase reporter cells, luminescence; activation, % at 5 µM; in the data active = activation above about 47%;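 note: 0% = vehicle wells and 100% = reference agonist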
RPL19A-GFP yeast – alters RPL19A-GFP fluorescence in TOR pathway yeast screen. 330,000 tested, 0.3% active. S. cerevisiae RPL19A-GFP strain, flow cytometry, 3 h; stronger effect = lower value. AID 2025. percent response vs DMSO, % at 10 µM;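 active = percent response vs DMSO below 50%; inconclusive = fewer than 70 events counted for the yeast strain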;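 note: median channel GFP fluorescence of the barcoded RPL19A-GFP strain; ratio of sample median GFP to plate DMSO average so 100% = DMSO; lower means less RPL19A-GFP as with rapamycin TOR inhibition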
proCasp7 act – activates human procaspase-7, counter-screen for procaspase-3 activators | activation, % at 8.5 µM | recombinant procaspase-7, Ac-DEVD-pNA absorbance 405 nm; D23A/D198A/D206A triple mutant, cannot self-cleave; scale: DMSO 0, 5 µM enzyme 100 | 330,000 tested, 0.093% active;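 active = percent activation above the screen-wide mean plus 3 SD, cut at about 25% in these data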
Target sequence (P55210 whole entry D23A/D198A/D206A): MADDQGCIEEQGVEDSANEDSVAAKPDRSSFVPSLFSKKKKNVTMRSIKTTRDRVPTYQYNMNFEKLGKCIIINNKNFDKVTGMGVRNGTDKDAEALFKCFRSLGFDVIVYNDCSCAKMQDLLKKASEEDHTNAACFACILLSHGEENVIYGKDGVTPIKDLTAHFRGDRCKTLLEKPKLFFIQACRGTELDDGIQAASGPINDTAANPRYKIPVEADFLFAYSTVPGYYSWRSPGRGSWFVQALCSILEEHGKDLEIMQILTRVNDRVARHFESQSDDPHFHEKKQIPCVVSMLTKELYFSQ
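Assay system – Uncleavable procaspase-7 mutant enzyme · Quantity – 2 µM procaspase-7 mutant as dispensed · Times – 1 h preincubation, 2 h reaction · Dosing – single nominal 8.5 µM compound dose, 0.8% DMSO final · Buffer or medium – Zinc-free 50 mM HEPES buffer, pH 7.4, with NaCl and Triton X-100 · Detection – Epi-absorbance of released pNA at 405 nm, two timepoints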
Yeast superoxide – lowers age-related superoxide in aged yeast cells; S. cerevisiae aged cells, superoxide DHE fluorescence; stronger effect = lower value; superoxide response (% of plate mean), % at 10 µM; 330,000 tested, 0.18% active; AID 2690;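 active = superoxide response under a set limit, about three screen SD below normal, cut at about 65% in these data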;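 note: yeast aged for seven days with compound at 30 °C before DHE staining; 100% = average MFI of all compound-treated wells on the plate with controls excluded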
Numbers without * were called inactive; u = inconclusive; x = no result given; [ ] = remark or other dose.

1	CCOc1ccc2nc(Cl)c(CN(C(C)=O)C3CCCCC3)cc2c1
2	Cc1nn(C2CCS(=O)(=O)C2)c(C)c1CN(C)C(=O)c1cccc(Cl)c1 (stereo not given)
3	Cc1cc(/C(N)=N/OC(=O)Nc2ccccc2)no1
4	COCCC(=O)N1CCC(Oc2ccc(C(=O)NCCn3cccn3)cc2)CC1
5	COc1ccc(CCN2CC(C(=O)O)CC2=O)cc1OC (stereo not given)
6	CCC(=O)N1CCCC(C(=O)c2ccc(-c3ccccc3)cc2)C1 (stereo not given)

Screen / compound no.	1	2	3	4	5	6
MEP2 TOR yeast	92	95	89	103	96	93
GASC-1 inh	-4	0	x	19	-2	17
LAP4-GFP MLPCN	87	96	112	79	96	88
procasp3 activ	-1	7	-2	14	3	-2
AHR act	1	-1	3	1	2	3
RPL19A-GFP yeast	105	95	93	108	97	98
proCasp7 act	4	2	-6	5	-4	10
Yeast superoxide	94	104	83	108	97	106

Compound profiles, as listed above:
Listed for `Cc1cc(/C(N)=N/OC(=O)Nc2ccccc2)no1` → MEP2 TOR yeast = 89; GASC-1 inh = x; LAP4-GFP MLPCN = 112; procasp3 activ = -2; AHR act = 3; RPL19A-GFP yeast = 93; proCasp7 act = -6; Yeast superoxide = 83
Listed for `CCOc1ccc2nc(Cl)c(CN(C(C)=O)C3CCCCC3)cc2c1` → MEP2 TOR yeast = 92; GASC-1 inh = -4; LAP4-GFP MLPCN = 87; procasp3 activ = -1; AHR act = 1; RPL19A-GFP yeast = 105; proCasp7 act = 4; Yeast superoxide = 94

Carrying on:
7	Cc1c(CCC(=O)NCC(=O)NCC(=O)O)c(=O)oc2cc3oc4c(c3cc12)CCCC4
8	COc1ccc([N+](=O)[O-])cc1N(CC(O)CN(CC(C)C)CC(C)C)S(=O)(=O)c1ccccc1 (stereo not given)
9	O=C(N/N=C/C=C/c1ccco1)c1ccncc1
10	CCOC(=O)c1c(NC(NC(C)=O)C(Cl)(Cl)Cl)sc(C(C)=O)c1C (stereo not given)
11	CCc1nnc(SCC(=O)N2CCCC(N3CCN(c4ccccc4C)CC3)C2)o1 (stereo not given)
12	NC(=O)CC(NC(=O)Cc1ccc(Br)cc1)c1ccc(NCCOc2ccccc2)c([N+](=O)[O-])c1 (stereo not given)

Screen / compound no.	7	8	9	10	11	12
MEP2 TOR yeast	99	102	102	96	99[may fluoresce green]	97
GASC-1 inh	1	12	-13	4	-7	-1
LAP4-GFP MLPCN	91	102	119	94	102[may fluoresce green]	106
procasp3 activ	16	1	5	-4	-1	2
AHR act	-1	2	6	1	-2	0
RPL19A-GFP yeast	103	102	102	90	104[may fluoresce green]	100
proCasp7 act	12	5	11	-5	7	-5
Yeast superoxide	106	112	91	104	114	111

13	O=C(O)CCCCCN1C(=O)C(O)=C(C(=O)/C=C/c2ccccc2)C1c1cccc([N+](=O)[O-])c1 (stereo not given)
14	Cc1cc(/C=C2/NC(=O)NC2=O)c(C)n1-c1ccc(N2CCOCC2)cc1
15	CC(/C=C/c1ccccc1)=N\NC(=S)NC(C)C
16	NNC(=O)c1csc(-c2ccccc2)n1
17	CCCCC(=O)NC(c1ccc(Cl)cc1Cl)c1ccc2cccnc2c1O (stereo not given)
18	COC(=O)Cc1ccc(NC(=S)N2CCC(Cc3ccccc3)CC2)cc1

Screen / compound no.	13	14	15	16	17	18
MEP2 TOR yeast	100	110	115	96	111	101
GASC-1 inh	-17	-11	0	-8	2	17
LAP4-GFP MLPCN	98	96	107	108	93	100
procasp3 activ	-3	7	-2	-1	x	-2
AHR act	0	0	-1	13	x	-3
RPL19A-GFP yeast	98	106	101	95	103	105
proCasp7 act	-11	-8	2	1	x	-11
Yeast superoxide	101	88	89	105	98	117

An excerpt from above in order of their number in MEP2 TOR yeast, largest number first.
no.	SMILES	MEP2 TOR yeast
17	CCCCC(=O)NC(c1ccc(Cl)cc1Cl)c1ccc2cccnc2c1O (stereo not given)	111
18	COC(=O)Cc1ccc(NC(=S)N2CCC(Cc3ccccc3)CC2)cc1	101
13	O=C(O)CCCCCN1C(=O)C(O)=C(C(=O)/C=C/c2ccccc2)C1c1cccc([N+](=O)[O-])c1 (stereo not given)	100

(cont.)
19	COCCNC(=O)c1ccc2c(c1)ncn2-c1cccc(C)c1
20	Nc1nnc(CSCc2cccc(Br)c2)s1
21	C[C@@]12C(=O)Nc3ccc(Cl)cc3C(=O)N1[C@H]1c3ccccc3OC[C@@H]1[C@@H]2c1ccccc1
22	COc1ccc(CNC(=O)C(C)N(Cc2ccccc2OC)C(=O)c2snc(C(N)=O)c2N)cc1 (stereo not given)
23	O=P(Cc1ccccc1O)(c1ccccc1)c1ccccc1
24	COC(=O)Sc1nnc(-c2ccc(Br)cc2)o1

Screen / compound no.	19	20	21	22	23	24
MEP2 TOR yeast	110	96	94	89	208*[may fluoresce violet]	100
GASC-1 inh	7	-5	6	0	11	-6
LAP4-GFP MLPCN	96	98	157*	90	84[may fluoresce violet]	145
procasp3 activ	-1	-4	-7	-38	9	1
AHR act	-3	-1	11	0	1	0
RPL19A-GFP yeast	109	97	104	98	54[may fluoresce violet]	83
proCasp7 act	7	-6	6	-9	-1	3
Yeast superoxide	96	100	94	97	107	124

25	Cc1cc(C)cc(N2C(N)=NC(N)=NC2c2cccc(Cl)c2)c1 (stereo not given)
26	COC(=O)c1ccccc1NC(=O)CSc1nnc(C(CO)NC(=O)c2ccccc2Cl)n1C (stereo not given)
27	CNc1cnn(-c2ccccc2)c(=O)c1Cl
28	CN(C)Cc1nc2ccccc2c(=O)n1Cc1nc(C(C)(C)C)cs1
29	Cc1ccc(C)c(OCCC(=O)OCC(=O)NC2CC2)c1
30	CCC(CC)NCC(O)COc1ccc(Br)cc1 (stereo not given)

Screen / compound no.	25	26	27	28	29	30
MEP2 TOR yeast	102	99	90	128	88	100
GASC-1 inh	-17	0	-4	-3	0	x
LAP4-GFP MLPCN	121	93	89	104	92	102
procasp3 activ	-6	6	-3	-5	6	3
AHR act	3	15	0	5	-1	-2
RPL19A-GFP yeast	101	94	93	101	95	102
proCasp7 act	2	-7	2	-7	0	0
Yeast superoxide	110	113	112	138	117	100

31	CCOC(=O)Cn1cnc2c(nnn2-c2ccccc2)c1=O
32	CCN1C(=O)c2cccc3c(S(=O)(=O)Nc4ccccc4OC)ccc1c23
33	O=C(c1ccccc1)C(c1ccccc1)c1ccccc1
34	Cc1ccc(S(=O)(=O)N2CCCC2)cc1C(=O)NC1CCCCC1
35	CCOC(=O)C1CCN(C(=O)c2ccccc2CCc2ccccc2)CC1
36	CN(C)CCCNc1c2c(nc3ccccc13)CCC2

Screen / compound no.	31	32	33	34	35	36
MEP2 TOR yeast	104	102	101	101	108	106
GASC-1 inh	-3	2	0	4	0	2
LAP4-GFP MLPCN	106	95	94	94	92	95
procasp3 activ	-6	-5	-3	-1	6	-1
AHR act	9	0	9	-1	1	5
RPL19A-GFP yeast	104	102	102	100	106	104
proCasp7 act	4	9	4	2	1	1
Yeast superoxide	90	104	96	91	105	106

Retrieved by compound from the list above, 2 records:
16	NNC(=O)c1csc(-c2ccccc2)n1
13	O=C(O)CCCCCN1C(=O)C(O)=C(C(=O)/C=C/c2ccccc2)C1c1cccc([N+](=O)[O-])c1 (stereo not given)

Screen / compound no.	16	13
MEP2 TOR yeast	96	100
GASC-1 inh	-8	-17
LAP4-GFP MLPCN	108	98
procasp3 activ	-1	-3
AHR act	13	0
RPL19A-GFP yeast	95	98
proCasp7 act	1	-11
Yeast superoxide	105	101

4 compounds already listed, sorted by length of the SMILES, highest first:
21	C[C@@]12C(=O)Nc3ccc(Cl)cc3C(=O)N1[C@H]1c3ccccc3OC[C@@H]1[C@@H]2c1ccccc1
11	CCc1nnc(SCC(=O)N2CCCC(N3CCN(c4ccccc4C)CC3)C2)o1 (stereo not given)
4	COCCC(=O)N1CCC(Oc2ccc(C(=O)NCCn3cccn3)cc2)CC1
20	Nc1nnc(CSCc2cccc(Br)c2)s1

Screen / compound no.	21	11	4	20
MEP2 TOR yeast	94	99[may fluoresce green]	103	96
GASC-1 inh	6	-7	19	-5
LAP4-GFP MLPCN	157*	102[may fluoresce green]	79	98
procasp3 activ	-7	-1	14	-4
AHR act	11	-2	1	-1
RPL19A-GFP yeast	104	104[may fluoresce green]	108	97
proCasp7 act	6	7	5	-6
Yeast superoxide	94	114	108	100

Next section
37	Cc1ccccc1NC(=O)CS(=O)(=O)c1cn(CC(=O)N2CCOCC2)c2ccccc12
38	C=CCn1c(SC(F)F)nc2scc(-c3ccco3)c2c1=O
39	C/C(=N\NC(=O)CCn1nnc2ccccc21)c1ccco1
40	Cc1ccc(NC(=O)Nc2cc(Cl)ccc2C2COC(=O)C2=N)cc1 (stereo not given)
41	COc1ccc(C(CNC(=O)CN(C)S(=O)(=O)c2ccc(C)cc2)N2CCCC2)cc1 (stereo not given)
42	CC(=O)Nc1ccc(S(=O)(=O)N(C)CC(=O)OCC(=O)N2CCc3ccccc32)cc1

Screen / compound no.	37	38	39	40	41	42
MEP2 TOR yeast	100	102	104	100	94	106
GASC-1 inh	-2	-9	-2	-3	6	-2
LAP4-GFP MLPCN	100	92	113	89	90	96
procasp3 activ	-2	-10	1	-4	3	1
AHR act	-5	7	1	21	0	2
RPL19A-GFP yeast	97	102	98	97	99	100
proCasp7 act	5	-1	11	10	6	-2
Yeast superoxide	96	84	109	99	85	90

43	CCCCC(=O)NC(=S)Nc1ccc(NC(=O)C(C)C)c(OC)c1
44	CCc1nn(CC(=O)Nc2ccc(Br)c(C)c2)c(=N)s1
45	COc1cc(C2=NOC(C(=O)NC3CCCCC3)C2)cc(OC)c1OC (stereo not given)
46	COc1ccc(-c2nnc(SCC(=O)Nc3ccccc3)n2C)cc1
47	Cc1c(Cc2ccccc2)c(NCCN(C)C)n2c(nc3ccccc32)c1C#N
48	CCn1cc(C(=O)Nc2ccc(NC(=O)c3ccco3)cc2)c(=O)c2ccc(C)nc21
49	Cc1cccc(Nc2nc(N)c(C#N)c(CC#N)c2C#N)c1
50	C=CCNC(=S)NNC(=O)c1ccc(Br)cc1

Screen / compound no.	43	44	45	46	47	48	49	50
MEP2 TOR yeast	100	101	112	96	126	103	119	95
GASC-1 inh	13	17	u	1	3	5	5	10
LAP4-GFP MLPCN	106	103	110	94	198*	92	104	90
procasp3 activ	0	13	-5	-2	-7	7	-5	5
AHR act	7	9	2	0	-5	0	50*	5
RPL19A-GFP yeast	98	96	106	95	109	96	102	94
proCasp7 act	5	-4	-8	13	1	-6	2	2
Yeast superoxide	90	98	149	97	59*	98	111	91

Compound activity from PubChem BioAssay.
